# Assay outcomes as filed in PubChem BioAssay.
# CaV13 ICDI inh: Primary screen for inhibitors of IQ motif and Ca2+-dependent inactivation inhibitor domain binding in CACNA1D, Förster resonance energy transfer in living cells, …; HEK cells, CFP/YFP FRET ICDI-IQ, plate reader, 10 min; percent FRET-ratio fall versus neutral wells; inhibition, % at 12.3 µM; 340,000 tested, 0.098% active;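 active = mean replicate inhibition of at least 30% and at least 1% of replicates passing that level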;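 also: 0% = median of the neutral control wells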
# Peg3 promoter: Peg3 promoter-driven luciferase inhibitors, primary screen, cell-based, HeLa, luciferase luminescence. AID 588405, 2011. 360,000 tested, 1.7% active. HeLa PEG-Prom luciferase reporter, overnight. inhibition, % at 20 µM;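 active = inhibition of at least 50% at 20 µM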
# TRPM1 prom inh: inhibitors of MITF-dependent TRPM1 promoter reporter, primary screen, cell-based, SK-MEL-5, single point, luciferase; inhibition, % at 12.5 µM; SK-MEL-5 TRPM1 promoter luciferase, 24 h; AID 488899, 2010; 330,000 tested, 0.83% active;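 active = mean inhibition across replicates of 60% or more, whatever share of single replicates reaches that level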; also: values of inactives mirror those of a sister screen read the other way
# Shn3 inh set2: reduction of Shn3 3'UTR firefly luciferase signal, primary screen, Schnurri-3 inhibitor project, cell-based, Clone20 osteoblasts, set 2; inhibition, % at 12.5 µM; AID 588674, 2011; Clone20 osteoblast Shn3 3'UTR firefly luciferase, 24 h; 360,000 tested, 0.52% active;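 active = mean inhibition of at least 75% with every replicate also reaching 75%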;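 also: 0% = median of neutral control wells and 100% = pilot-screen positive control compound; some compounds past the cut are filed as inactive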
# Vif imaging: HIV Vif self-association inhibitors, primary screen, imaging, HEK293T, single point. HEK293T cells, Vif self-association by quenched fluorescence, 24 h. inhibition, % at 7.49 µM. 340,000 tested, 0.35% active; in the data active = inhibition above about 50%, passing the limit was not always enough; also: some results filed as inactive read as strong as hits
# KKLEB tox: cytotoxicity in KKLEB CF airway cells, primary screen, cytotoxicity control for CF NF-kB inhibitor project, cell-based, uHTS, fluorescence assay plates. KKLEB CF airway cells viability, ATPlite luminescence, overnight; active compounds read low; cells stimulated with P. aeruginosa culture filtrate. activity change (cytotoxicity), % at 5 µM. AID 602141, 2011. 360,000 tested, 0.36% active;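 active = corrected activity change at or below -50% at 5 µM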
# PDI turbidity: inhibitors of human PDI, primary screen, biochemical, turbidity, single point, plate reader. inhibition, % at 10 µM. 350,000 tested, 0.052% active. AID 588391, 2011. PDI insulin aggregation turbidity, A650, 90 min. Protein disulfide-isomerase (Homo sapiens), P07237;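 active = mean inhibition across replicates of 30% or more, whatever share of single replicates reach that level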;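 also: absorbance from insulin aggregation driven by PDI reduction with DTT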
# Target sequence (P07237 whole entry, looked up): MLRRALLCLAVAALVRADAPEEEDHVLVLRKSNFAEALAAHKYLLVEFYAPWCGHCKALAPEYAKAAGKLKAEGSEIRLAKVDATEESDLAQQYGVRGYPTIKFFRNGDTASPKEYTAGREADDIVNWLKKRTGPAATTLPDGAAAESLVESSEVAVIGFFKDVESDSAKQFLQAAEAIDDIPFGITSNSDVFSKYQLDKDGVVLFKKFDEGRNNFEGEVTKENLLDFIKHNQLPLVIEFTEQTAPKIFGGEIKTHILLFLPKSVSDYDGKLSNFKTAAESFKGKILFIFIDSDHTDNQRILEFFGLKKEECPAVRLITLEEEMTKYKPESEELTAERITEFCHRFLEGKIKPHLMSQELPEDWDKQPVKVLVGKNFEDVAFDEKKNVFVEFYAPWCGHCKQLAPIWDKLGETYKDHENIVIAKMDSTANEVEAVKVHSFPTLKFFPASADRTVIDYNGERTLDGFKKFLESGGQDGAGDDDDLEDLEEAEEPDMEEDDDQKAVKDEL
# NR2E3 ag-1: inhibitors of NR2E3-RetCOR corepressor binding, primary screen, NR2E3 agonist project, biochemical, TR-FRET, GST-NR2E3, biotin-RetCOR; Photoreceptor-specific nuclear receptor (Homo sapiens), Q9Y5X4; 1536-well; inhibition of corepressor binding, % at 4.78 µM; 320,000 tested, 0.12% active; AID 2300, 2010;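 active = percent inhibition above the cutoff of mean plus 3 SD of all tested compounds, set per screening campaign, cut at about 20% in these data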;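 also: 0% = DMSO wells and 100% = biotin wells as full block of FRET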
# Target sequence (Q9Y5X4 whole entry, looked up): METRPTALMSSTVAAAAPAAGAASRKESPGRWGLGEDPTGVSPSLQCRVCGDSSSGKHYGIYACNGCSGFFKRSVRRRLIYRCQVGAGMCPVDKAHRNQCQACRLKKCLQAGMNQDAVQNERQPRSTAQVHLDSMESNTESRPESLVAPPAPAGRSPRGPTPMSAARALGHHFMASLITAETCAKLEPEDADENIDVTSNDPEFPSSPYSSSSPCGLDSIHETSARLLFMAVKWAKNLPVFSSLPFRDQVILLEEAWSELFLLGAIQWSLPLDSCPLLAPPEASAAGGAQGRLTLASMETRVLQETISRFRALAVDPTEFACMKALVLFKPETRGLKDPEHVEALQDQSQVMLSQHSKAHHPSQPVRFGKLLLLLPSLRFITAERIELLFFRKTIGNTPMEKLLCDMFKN
#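 Material: NR2E3–RetCOR corepressor complex / Incubation: Compound–protein incubation for 5 h at 4 °C / Dosing: compound at 4.8 µM, single dose / Detection: time-resolved FRET / Benchmarks: high control biotin, low control 0.6% DMSO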
# NR2E3 ag-2: NR2E3 agonists in two-hybrid cells, primary screen, cell-based, luminescence, CHO-S, Gal4-NCOR/VP16-NR2E3 | Photoreceptor-specific nuclear receptor (Homo sapiens), Q9Y5X4 | luciferase | inhibition of corepressor binding, % at 3.98 µM | 360,000 tested, 0.35% active | AID 602229, 2012;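 active = inhibition above the mean of all tested compounds plus 3 SD, cut at about 70% in these data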;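 also: 0% = DMSO with NR2E3 transfected cells and 100% = cells lacking NR2E3 construct; higher means lower luciferase signal from less NR2E3 corepressor binding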
# HIF-2a inh: HIF-2a reporter inhibitors, primary screen, luminescence, 786-0 RCC cells. 786-0 RCC cells HIF-2a reporter, luciferase luminescence, overnight. inhibition, % at 18.8 µM. 360,000 tested, 0.72% active. AID 624352, 2012;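 active = inhibition of the luminescence signal of 40% or more relative to plate controls, in a single-dose primary screen at 18.75 µM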
# CF NFkB inh: inhibitors of PAF-induced NF-kB signaling, primary screen, cell-based, GFP fluorescence, uHTS | KKLEB NF-kB-GFP reporter, GFP fluorescence overnight | inhibition, % at 5 µM | 360,000 tested, 0.86% active | AID 588850, 2011;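 active = at least 50% inhibition at 5 µM, scaled per plate between neutral and stimulator controls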;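 also: PAF is a Pseudomonas aeruginosa culture filtrate used as stimulus; plate controls were PAF-stimulated DMSO wells for no effect and unstimulated DMSO wells for full effect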
# * marks the source's active call; other numbers are inactive results; . = no result given.
# Below each compound: CaV13 ICDI inh	Peg3 promoter	TRPM1 prom inh	Shn3 inh set2	Vif imaging	KKLEB tox	PDI turbidity	NR2E3 ag-1	NR2E3 ag-2	HIF-2a inh	CF NFkB inh
1) CCN1/C(=C2\C(=O)N(C)C(=S)N2C)C=Cc2cc(OC)ccc21
 : 1	9	11	18	5	-14	6	-3	-23	16	-2
2) CCOc1ccc(S(=O)(=O)NCC(=O)N(C)Cc2cccnc2)cc1
 : .	4	-6	-11	-4	0	-7	1	14	8	-12
3) CCOc1ccc(CSC2=NCCN2)cc1Cl
 : -6	-33	-7	-56	-1	-26	3	2	-28	-20	0
4) CCc1cccc(C)c1N1C(=O)CN(Cc2ccccc2)C1=S
 : -18	29	-2	-8	1	-5	2	-1	26	26	-14
5) CC1(C(=O)NCc2cccs2)CCN1C(=O)Cc1ccc(Cl)cc1Cl (configuration not stated)
 : -9	8	.	0	7	-3	2	.	-1	19	16
6) COc1ccc(CNC(=O)c2cc3ccccc3oc2=O)cc1
 : -2	-19	-6	12	-3	-16	4	-3	-16	17	-1
7) O=C(Cc1ccc([N+](=O)[O-])cc1)Nc1ccon1
 : -6	8	-5	-4	.	-15	10	-3	-12	8	30
8) CC(CN1C(C)CCCC1C)OC(=O)c1ccc(F)cc1 (configuration not stated)
 : -2	8	-2	16	-15	12	-8	3	8	13	-13
9) CN(CC(=O)N1CCCCCC1)S(=O)(=O)c1cccc2cccnc12
 : -7	2	5	10	0	-2	3	-1	-4	17	-15
10) O=C(NNC(=O)c1cccnc1SCc1cccc([N+](=O)[O-])c1)c1ccccn1
 : -5	55*	42	96*	-5	5	-4	-1	48	17	1
11) CNc1cc(NS(=O)(=O)c2ccc(N)cc2)nc(NC)n1
 : -5	6	-10	14	53*	1	-9	0	-17	2	16
12) Cc1ccc(CN(C)C(=O)C2CCC(=O)N(CCc3ccccc3)C2)o1 (configuration not stated)
 : -16	-70	-36	-17	1	3	0	.	-41	-124	16
13) O=C(CSCc1cccc(Br)c1)N1CCOCC1
 : -5	29	-48	-74	15	-17	-6	0	-51	15	5
14) CCN(CC)c1ccc(C(=O)NNC(=O)CNC(=O)c2cccs2)cc1
 : -4	-20	-12	-7	-4	9	-8	-2	14	-10	-22
15) CCCc1nc2ccccc2n1CCc1ccccc1
 : -19	11	-11	-7	-21	-2	3	2	-8	0	-4
16) COC(/C=C/Nc1ccc(Cl)cc1)=C(C#N)C#N
 : -4	4	19	-3	11	6	-1	-1	-7	0	-17
17) O=[N+]([O-])c1cc(C=Nc2ccc3ccccc3c2)ccc1Br
 : -4	15	1	-36	7	8	5	-3	-17	-21	-8
18) O=C(COc1coc(CN2CCN(c3ccc(F)cc3)CC2)cc1=O)NCC1CCCO1 (configuration not stated)
 : -5	-1	10	-1	10	-2	-1	-1	-11	-2	6
19) Cc1ccc2nc(-c3ccc(F)cc3)c(Cc3ccccc3C(F)(F)F)n2c1
 : -4	-111	.	-45	.	-5	.	.	-82	-139	7
20) CC1CCN(C(=O)CCCOc2cc(=O)n(C)c3ccccc23)CC1
 : -5	4	-10	-1	9	8	-6	2	-28	18	-2
21) NC(=O)Nc1ccc(C(=O)OCC(=O)Nc2ccc(Cl)cn2)cc1
 : -5	13	-4	10	-20	-1	4	-1	4	0	9
22) O=[N+]([O-])c1ccc2c(c1)C(N1CCOCC1)/C(=C/COc1ccc3ccccc3c1Br)O2 (configuration not stated)
 : -5	18	1	-2	-22	4	1	1	-15	13	1
23) CC1C(=O)Nc2ccccc2N1C(=O)c1ccc(Cl)cc1 (configuration not stated)
 : -4	16	2	-5	30	-4	-1	-1	-25	18	7
24) O=C(NCc1nnnn1-c1ccc(F)cc1)c1ccc(S(=O)(=O)N2CCOCC2)cc1
 : 0	5	.	1	8	4	3	.	16	7	3
25) COc1ccc(OC(C)C(=O)N(C)Cc2nc(-c3cccc(C)c3)no2)cc1 (configuration not stated)
 : -3	24	7	13	-1	5	-1	3	-10	11	-11
26) CN(c1ccccc1)S(=O)(=O)c1ccc(C(=O)N2CCc3ccccc3C2)cc1
 : -15	17	15	28	-9	-3	-3	1	-7	11	0
27) O=C1CC(c2ccccc2)=C(c2ccccc2)C1c1ccccc1 (configuration not stated)
 : -5	11	2	1	6	-2	6	.	0	-20	-1
28) CCN(CC)C(=O)Oc1ccc2cc(Br)ccc2c1
 : -4	-205	-27	-32	3	-5	-2	-2	-44	-144	-15
29) COc1ccc2c(c1)OC[C@H]1[C@H]2N2C(=O)c3cc(C)ccc3NC(=O)[C@@]2(C)[C@H]1c1ccccc1
 : .	20	7	13	-6	3	-6	.	-20	28	0
30) C#CCOCCOCCOCCNc1nc(N2CCN(C(=O)Cn3cc(CCCN=C(N)N)nn3)CC2)nc(N2CCN(C(=O)[C@H](CCCCN)n3cc(CCCC)nn3)CC2)n1
 : -9	-10	3	-8	-2	10	5	0	15	-1	-30
31) COC(=O)Cn1ccc2cc(S(=O)(=O)N3CCCCCC3)ccc21
 : -4	0	-9	12	-3	6	-9	-3	-1	2	5
32) CC(C)=CCC[C@](C)(O)C1CC[C@]2(C)C1C(O)CC1[C@@]3(C)CCC(O)C(C)(C)C3C(O[C@@H]3OC(CO)C(O)C(O)C3O[C@@H]3OC(C)C(O)C(O)C3O)C[C@]12C (some centres not stated)
 : -11	-7	4	-21	-5	-1	-1	.	-1	12	5
33) COc1c(O)ccc(/C=N\NC(=O)c2ccc3c(c2)OCO3)c1[N+](=O)[O-]
 : -1	9	-27	-6	-2	2	2	2	-50	-16	4
34) CCc1nc(NCc2ccco2)c2oc3ccccc3c2n1
 : .	-58	-4	18	-6	-14	3	1	0	-66	-2
35) COC(=O)CCC(C(=O)CN1C(=O)c2ccccc2C1=O)N1C(=O)c2ccccc2C1=O (configuration not stated)
 : -7	-2	9	14	0	-4	8	.	-38	4	2
36) Cc1ccc(NC(=O)c2ccc(OC(=O)COc3cccc(Cl)c3)cc2)cc1
 : -20	-264	-84	-51	-1	5	-4	4	-128	-199	10
37) CCN1CCN(c2ccc(S(=O)(=O)N3CCCCC3)cc2NC(=O)c2cccc(F)c2)CC1
 : -6	7	-2	1	8	-4	5	3	-11	1	-3
38) COc1c(O)c(O)c2oc(-c3ccccc3)cc(=O)c2c1OC
 : .	-8	.	8	-3	-28	.	-1	11	13	-2
39) CCCN(CC(=O)Nc1ccccc1C)C(=O)c1ccc(N2CCCCCC2)c([N+](=O)[O-])c1
 : -5	8	4	15	.	-19	-1	-4	-26	-8	6
40) CCC[C@@H](CN1CCC[C@H]1CN1C(N)=NC[C@H]1CC(C)C)N1C[C@@H]([C@H](C)CC)N(CCc2ccc(Cl)c(Cl)c2)C1=N
 : -8	-25	-4	0	2	-10	5	.	4	-8	20

# Some of the entries above in a different format:
No. | compound | CaV13 ICDI inh | Peg3 promoter | TRPM1 prom inh | Shn3 inh set2 | Vif imaging | KKLEB tox | PDI turbidity | NR2E3 ag-1 | NR2E3 ag-2 | HIF-2a inh | CF NFkB inh
14 | CCN(CC)c1ccc(C(=O)NNC(=O)CNC(=O)c2cccs2)cc1 | -4 | -20 | -12 | -7 | -4 | 9 | -8 | -2 | 14 | -10 | -22
15 | CCCc1nc2ccccc2n1CCc1ccccc1 | -19 | 11 | -11 | -7 | -21 | -2 | 3 | 2 | -8 | 0 | -4
16 | COC(/C=C/Nc1ccc(Cl)cc1)=C(C#N)C#N | -4 | 4 | 19 | -3 | 11 | 6 | -1 | -1 | -7 | 0 | -17

# Later entries
# Below each compound: CaV13 ICDI inh	Peg3 promoter	TRPM1 prom inh	Shn3 inh set2	Vif imaging	KKLEB tox	PDI turbidity	NR2E3 ag-1	NR2E3 ag-2	HIF-2a inh	CF NFkB inh
41) O=C(NCc1cccnc1)Nc1cccc(Cl)c1Cl
 : -6	-43	0	6	12	3	1	2	-8	-59	8
42) COc1ccc(C(=O)O/N=C(\N)c2ccccc2)cc1
 : -4	31	-44	-3	-4	5	2	-4	-153	-189	-8
43) Nc1ccnc(=O)[nH]1
 : -5	3	-7	-13	-2	6	0	4	-5	8	-18
44) Cc1cccc(N/C(=N\S(=O)(=O)c2ccccc2)C(F)(F)F)c1
 : -1	-3	2	-6	3	-1	-1	-2	-1	7	-7
45) COc1ccc(OC)c(NC(=O)Nc2cc(C(=O)O)ccc2C)c1
 : -6	-4	-1	-8	.	-4	2	3	3	12	1
46) Cc1ccc(C(=O)N2CCN(c3ccccn3)CC2)cc1Cl
 : -19	-8	5	-2	25	-7	-5	5	-6	5	10
47) Cc1ccc(CNC(=O)CCCC(=O)c2ccccc2)cc1
 : -21	-10	-15	-9	-9	6	4	3	-4	7	-16
48) O=c1[nH]n(-c2ccc(Cl)cc2)c2ncccc12
 : -3	-16	0	21	-5	6	-6	0	-23	-9	2
49) COc1ccccc1C(=O)Nc1nc(N)n(-c2ccccc2)n1
 : -1	-19	-9	-1	-5	0	4	2	-15	-27	-3
50) CC(=O)NC(Cc1ccccc1)C(=O)Oc1ccc2ccccc2c1 (configuration not stated)
 : -9	-6	4	-10	6	-16	6	.	-18	14	-12
51) O=C(CSc1nnc(Nc2ccccc2)s1)NC1CC1
 : -5	-12	3	4	-11	5	-3	0	4	-25	14
52) COc1ccc(/C=N/NC(=O)CCc2n[nH]c(=O)[nH]c2=O)cc1O
 : -20	15	3	-16	-4	0	6	1	-29	5	7
53) CC(C)OCCCn1c(SCC(=O)N2CCCC2=O)nc2ccccc2c1=O
 : -6	27	-7	-8	-5	7	-11	-2	-17	2	-12
54) NC(=O)SCC(=O)Nc1cccc(Cl)c1
 : .	6	-1	15	4	-8	0	1	-35	11	-11
55) COc1ccc(OC)c(NC(=O)C(C#N)=Cc2ccco2)c1
 : -14	-48	-19	68	32	3	2	.	-71	-70	-9
56) N#Cc1nc(-c2ccco2)oc1N1CCN(C(c2ccccc2)c2ccccc2)CC1
 : -9	8	10	-76	2	8	12	-2	-2	12	17
57) Cc1nn(C)cc1CN(C)C(=O)c1nn2c(c1Br)NC(c1cccs1)CC2C(F)(F)F (configuration not stated)
 : -8	7	10	35	-2	7	1	-1	0	15	6
58) COc1cccc(NC=C2C(=O)OC3(CCCCC3)OC2=O)c1
 : -6	0	-8	-29	1	-12	-4	-3	13	-14	-4
59) CC(Sc1nnc2c(n1)[nH]c1ccccc12)C(=O)NC1CCCCC1 (configuration not stated)
 : -5	5	26	30	-12	7	2	3	4	-2	12
60) Nc1cccc(C(=O)Nc2ccc3nc(-c4cccnc4)[nH]c3c2)c1
 : 0	5	11	14	-5	7	2	1	-1	-1	0
